# Screening results: PubChem BioAssay, Columbia University Molecular Screening Center
# Htt clearance: compounds clearing mutant huntingtin protein; HeLa Exon1htt(103Q)mCFP, aggregate imaging; zero = plate's median compound well; inhibition, % at 1.5 µM; 0.42% of 47,000 active; AID 853;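 active means inhibition of aggregate fluorescence above about 70%, also judged a hit by eye on the cell image, limit read from the data, passing the limit was not always enough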;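 further: cells exposed to compound for three days before fixation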
# Htt clearance grain fraction: second read-out of Htt clearance, no call of its own (marks repeat the call); fraction fluorescence in grains; measured here: aggregate grain fluorescence fraction; active compounds read low;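 scaled fraction of total cell fluorescence in grains with unit not stated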
# * hit, by the source's call.
SMILES,Htt clearance,Htt clearance grain fraction
C/C(N)=C(/C#N)C(=O)CSc1nnnn1-c1ccc(C)cc1C,-45,46
CCOC(=O)c1c[nH]c2c3c(ccc2c1=O)CCCC3,-26,41
Cc1onc(-c2c(Cl)cccc2Cl)c1C(=O)Nc1ccc2c(c1)OCCO2,-12,23
O=C(CCCn1c(=O)c2sccc2n(Cc2ccc(F)cc2)c1=O)NCc1ccco1,36,12
O=C(COc1ccc(Br)cc1)N1CCCCCC1,-4,46
COc1cc(C2CC(=O)NC3=C2C(=O)CC(C)(C)C3)ccc1O (stereo unspecified),42,11
CC1=NOC(=O)/C1=C\c1ccc(-c2cc(Cl)ccc2Cl)o1,-33,24
Cc1ccc2cccc(SCC(=O)N3CCOCC3)c2n1,-10,21
CCCCNC(=O)CSc1nc2ccccc2c(=O)n1C1CCCC1,11,33
CCOC(=O)N1CCC(N2Cc3cccc(C(=O)NCc4ccc(C)cc4)c3C2=O)CC1,23,32
C=CCC(CC=C)(NC(=O)c1ccccc1C)c1ccccc1,20,31
O=C(Cn1nnc(-c2ccccc2)n1)NCc1ccc2c(c1)OCO2,68,5.8
COc1ccc(-c2nnc(SCC(=O)OC3CCCCC3)o2)cc1OC,72*,9.4*
CCC1c2ccc(C)n2CCN1C(=O)Nc1ccccc1C(=O)OC (stereo unspecified),-15,21
Cc1ccc(S(=O)(=O)N2CCC(C(=O)N[C@@H](C)C(=O)Nc3ccc4c(c3)OCO4)CC2)cc1,32,14
COc1ccccc1-c1cc(N)n[nH]1,-39,24
CN(Cc1ccccc1)C(=O)CCSc1nc(-c2ccc3c(c2)OCO3)cc(C(F)(F)F)n1,-11,20
C#CC[N+]1(CC#Cc2ccc(C#CC[N+]3(CC#C)CCOCC3)cc2)CCOCC1,-39,27
COc1ccccc1C(c1nnnn1CC1CCCO1)N1CCC(C(N)=O)CC1 (stereo unspecified),-34,27
Cc1cccc(/C=N\NC(=O)c2csnn2)c1,2,29
CCOC(=O)N1CCC(NC(=O)CCC(=O)N2CCOc3ccc(C)cc32)CC1,-6,40
Cn1c(=O)cc(OCCCC(=O)NCCN2CCN(c3ccccc3F)CC2)c2ccccc21,-45,65
CCOC(=O)N1CCN(S(=O)(=O)c2ccc(OC)c3ccccc23)CC1,53,9.5
Cn1c(=O)[nH]c(=O)c2c1nc(CN1CCN(c3ccc(F)cc3)CC1)n2CCc1ccccc1,14,16
Cc1ccc(C(=O)NC(=S)N2CC(C)OC(C)C2)cc1[N+](=O)[O-] (stereo unspecified),-64,50
Cc1ccc(S(=O)(=O)c2c(C)nn(C(C)(C)C)c2OC(=O)c2cccs2)cc1,-119,80
COCCCNC(=O)CN(Cc1ccc(Cl)cc1)S(C)(=O)=O,16,16
COc1ccc(OC)c(S(=O)(=O)Nc2cc(OC)c(Cl)cc2OC)c1,0,16
COC(=O)c1cccc(N(C(=O)CNC(=O)c2ccco2)C(C(=O)NC2CCCC2)c2ccco2)c1 (stereo unspecified),-69,36
COc1ccccc1NC(=O)CC(NCc1ccccc1)C(=O)O (stereo unspecified),-54,29
Cc1ccc(NCc2cccnc2)cc1,-47,26
COc1cccc(C2=NOC(C(=O)NCc3ccccn3)C2)c1 (stereo unspecified),-10,37
COC(=O)C(C)Sc1nnc(Cc2cc(=O)[nH]c(=O)[nH]2)n1-c1ccc(OC)cc1 (stereo unspecified),-22,55
CC1CC(C)CN(CCCNC(=O)CC2Oc3ccccc3NC2=O)C1 (stereo unspecified),-164,128
Cc1nc(SCc2c(F)cccc2Cl)n[nH]1,-11,18
O=C(CCNC(=O)Cn1ccc2ccccc2c1=O)NCCN1CCc2ccccc2C1,-2,19
Cc1nn(S(=O)(=O)c2ccccc2)c(C)c1Sc1ccc([N+](=O)[O-])cc1,6,36
Nc1ncnc2oc(-c3ccco3)c(-c3ccco3)c12,33,13
CCn1nc(C)c(NC(=O)CSc2nnc(-c3ccco3)n2C)c1C,-11,22
Cc1csc(NC(=O)CSc2nnc(CCNC(=O)c3cccs3)n2C)n1,-23,20
CCOc1ccc(-n2c(SCC(=O)NCc3ccco3)nc3c([nH]c4ccccc43)c2=O)cc1,29,14
Cc1noc(C)c1CSc1nnc2scc(-c3ccccc3)n12,-40,48
COc1ccc(C(=O)NC2(C(F)(F)F)N=C3SCCN3C2=O)cc1 (stereo unspecified),-33,44
COCCN(C(=O)C(F)(F)F)C(C(=O)NC1CCCCC1)c1ccco1 (stereo unspecified),57,15
Cc1ccc2c(c1)NC(=O)C(CC(=O)Nc1ccc(CN3CCC(C)CC3)cc1)O2 (stereo unspecified),69,14
N#Cc1ccc(NC(=O)N2CCC(c3nc4c(nnn4Cc4cccc(Cl)c4)c(=O)[nH]3)CC2)cc1,-10,41
O=C(CSc1nnc(-c2ccccc2)o1)Nn1cnnc1,3,32
CCC(CC)C(=O)c1c[nH]c(C(=O)NCC2CCCO2)c1 (stereo unspecified),5,30
CCn1nnc(-c2ccccc2NS(=O)(=O)c2ccc(S(=O)(=O)N3CCCCCC3)cc2)n1,4,35
Cc1cc(=O)oc(C)c1C(=O)OCC(=O)c1ccc(Br)cc1,68,5.8

# Next results follow.
SMILES,Htt clearance,Htt clearance grain fraction
O=C(Nc1nnc(SCc2ccc(Cl)cc2)s1)c1ccco1,-15,43
COc1ccc(C(=O)Nc2ccc(S(=O)(=O)N3CCCCC3C)cc2)c(OC)c1OC (stereo unspecified),15,30
CCCCCCC1C(C#N)=C(N)OC2=C1C(=O)CCC2 (stereo unspecified),-32,54
CC#CCN(CC#CC)S(=O)(=O)c1ccc(-n2cnnn2)c(OC)c1,15,17
Cc1nn(Cc2ccc(Cl)cc2Cl)c(C)c1NC(=O)CCl,30,13
C=CCOC(=O)Nc1c(C(=O)OC)[nH]c2ccccc12,18,18
CCN(CC)c1ccc(C(=O)OCC(=O)N2CCN(c3ccccc3)CC2)cc1,21,30
Cc1ccc(CCNC(=O)c2nnn(-c3cc(C)cc(C)c3)c2N)cc1,22,27
Cn1c(=O)n(CCCOc2ccc(Cl)cc2)c2ccccc21,39,10
COc1ccc(S(=O)(=O)N2CCC(C(=O)NCc3ccccn3)CC2)cc1Cl,46,9.7
C=CCNC(=O)c1ccc(N(CC=C)S(C)(=O)=O)cc1,3,17
O=C(CCSc1ccc(Cl)cc1)N1CCN(c2ncccn2)CC1,20,31
Cc1c(/C(O)=C2\C(=O)C(=O)N(CCN(C)C)C2c2cccnc2)cnn1-c1ccccc1 (stereo unspecified),-22,53
O=C(CCNS(=O)(=O)c1ccc(Br)s1)N1CCCCC1,-18,20
O=C(Cn1ccc2ccccc2c1=O)N1CCN(Cc2ccc3c(c2)OCO3)CC1,10,38
COc1cccc(NC(=O)CSc2nccn2-c2cccc(OC)c2)c1,-5,41
CC(=O)OCc1c(F)c(F)c(-n2nc(C)cc2C)c(F)c1F,-26,26
Cc1ccc(Cn2nnc3c(=O)n(Cc4cccc(C)c4)cnc32)cc1,5,20
Cc1cc(C)nc(N2CCC(C(=O)N3CCN(c4cc(Cl)ccc4C)CC3)CC2)n1,-96,40
COc1ccc(-c2nc(C#N)c(N3CCCCCC3)o2)cc1,-53,28
CCOc1ccc(N2C(=O)CC(n3ccc(C)n3)C2=O)cc1 (stereo unspecified),-5,19
Cc1nc(Sc2nnnn2C)c2c3c(sc2n1)CCC3,-29,43
CC(Sc1ccccc1)C(=O)Nc1cccc(N(C)S(C)(=O)=O)c1 (stereo unspecified),-50,28
O=C1c2ccccc2C(=O)N1CCCP(=O)(O)CCc1ccccc1,-37,46
Cc1ccc(-n2nc(C)c3c2OC(N)=C(C#N)C3c2ccccc2F)cc1 (stereo unspecified),3,20
O=C(c1cccc(N2CCCC2=O)c1)N1CCN(c2ccccc2)CC1,3,21
O=C(COC(=O)c1cnccn1)NCCc1ccccc1,32,29
CC(C)Cn1c(CN2CCN(c3ccccc3F)CC2)nc2c1c(=O)[nH]c(=O)n2C,8,29
COc1cc(NC(=O)Cc2ccccc2)cc(OC)c1,-33,24
O=C(CSc1nnc(-c2ccccc2)n1Cc1ccco1)NCc1ccc2c(c1)OCO2,-43,25

# Reformatted: entries from further up
canonical_smiles	Htt clearance	Htt clearance grain fraction
COc1cc(NC(=O)Cc2ccccc2)cc(OC)c1	-33	24
O=C(CSc1nnc(-c2ccccc2)n1Cc1ccco1)NCc1ccc2c(c1)OCO2	-43	25

# Next part
SMILES,Htt clearance,Htt clearance grain fraction
Cc1nc(NC2=NCN(C3CCCCC3C)CN2)nc2ccccc12 (stereo unspecified),59,8.2
O=C(Cc1ccccc1)NCc1nc2ccccc2[nH]1,88*,2.2*
Cc1cc(C)n2nc(SCC(=O)Nc3c(C)n(C)n(-c4ccccc4)c3=O)nc2n1,27,31
O=C(O)C1CCN(C(=O)c2scc3c2OCCO3)CC1,-63,72
CCOc1ccccc1NC(=O)CSc1nnc(-c2ccccn2)n1Cc1ccco1,29,31
CN(CC(=O)NCCC1=CCCCC1)S(=O)(=O)c1ccc2c(c1)c(=O)n(C)c(=O)n2C,-3,34
c1ccc(C(CN2CCOCC2)c2ccccc2)cc1,16,35
CCC(=O)Nc1cccc(NC(=O)CSc2nnc(C3CC3)n2C)c1,-17,24
Clc1ccc(Cn2ncc3c(NCc4cccnc4)ncnc32)cc1,26,14
CO/N=C/NC(=O)c1c(OC)ccnc1Oc1ccccc1,43,12
CC(Sc1nc2ccccc2s1)C(=O)N1CCOCC1 (stereo unspecified),63,12
CC(C)c1ccccc1NC(=O)c1cccnc1,-7,19
Cn1c(=O)c2c(nc(OCC3COC(C)(C)O3)n2Cc2ccccc2F)n(C)c1=O (stereo unspecified),-7,41
Cc1nnc(SCC(=O)Nc2ccc3c(c2)OCCO3)n1CC1CCCO1 (stereo unspecified),-124,44
O=S(=O)(Cc1ccccc1)c1cnc2ccccc2n1,20,30
Cc1ccc(Cn2nnnc2CN2CCC(NC(=O)c3ccc(Br)cc3)CC2)cc1,44,10
C/C(Cn1cnc([N+](=O)[O-])n1)=N\NC(=O)c1ccc(F)cc1,-28,24
COc1ccc2nc(SCC(=O)Nc3ccc(S(=O)(=O)N4CCCC4)cc3)c(C#N)cc2c1,-16,26
COc1ccc(-c2nnc(SCC(=O)NC(C)c3ccccc3)o2)cc1 (stereo unspecified),40,18
CCC(CC)c1nnc(NC(=O)CS(=O)(=O)Cc2ccccc2)s1,25,13

# Brought forward from above: two compounds; new compounds follow.
SMILES,Htt clearance,Htt clearance grain fraction
COc1ccc(-c2nnc(SCC(=O)NC(C)c3ccccc3)o2)cc1 (stereo unspecified),40,18
CCC(CC)c1nnc(NC(=O)CS(=O)(=O)Cc2ccccc2)s1,25,13
CN1CCN(CCC(=O)Nc2ccc(OCc3ccccc3)cc2)CC1,-27,45
CC(=O)NCCN=Cc1sc2ccccc2c1O,15,37
CCOC(=O)c1c(NC(=O)COC)sc(C(C)=O)c1C,-41,25
Brc1ccc(-c2nnc(-c3ccc4c(c3)OCO4)o2)o1,67,6.5
CC(C)C(=O)Nc1cccc(C(=O)Nc2ccccc2C(=O)O)c1,-51,28
Cc1ccc(-c2nc3sc4c(N)ncnc4c3c3c2CCCC3)cc1,-10,45
Cc1cc(C)n(C(=O)c2ccc(S(=O)(=O)NCC3CCCO3)cc2)n1 (stereo unspecified),-90,31
COc1ccccc1C(c1nnnn1CS(=O)(=O)c1ccc(C)cc1)N1CCSCC1 (stereo unspecified),35,22
O=C(CSc1nc2sc3c(c2c(=O)n1Cc1ccco1)CCC3)N1CCc2ccccc21,34,12
CC(C)(O)P(C)(=O)c1ccccc1 (stereo unspecified),-53,27
COc1ccc(NC(=O)CSc2nnc(C3CCCCC3)o2)c(OC)c1,2,38
c1ccc(-c2noc(COc3ccc4c(c3)OCO4)n2)cc1,16,25
COc1ccccc1N=c1oc2c(OC)cccc2cc1C(=O)NCc1ccco1,23,34
COc1cc2c(cc1NC(=O)C(c1ccccc1)c1ccccc1)CCCC2,12,21
CC(=O)Oc1ccc2occ(C(=O)c3cccs3)c2c1,34,14
O=C(NCc1ccccc1)C12CC3CC(CC(C3)C1)C2,-14,23
CC(=O)N(c1ccc2oc(=O)sc2c1)S(=O)(=O)c1cccs1,14,32
COc1ccc(CN(C(=O)c2oc3ccccc3c2C)C2CCS(=O)(=O)C2)cc1 (stereo unspecified),10,15
COC(=O)c1sccc1NC(=O)c1ccc2c(c1)OCO2,37,15
CCCCCCn1c(N2CCC(C)CC2)nc2c1c(=O)[nH]c(=O)n2C,7,34
Cc1ccnc(NC(=O)C2CCCN(S(=O)(=O)c3cnc[nH]3)C2)c1 (stereo unspecified),23,24
COc1ccc(-c2nc3c(n2O)CCC/C3=N\O)cc1,44,21
Cc1ccc(-c2nc(NC(=O)CSc3nnnn3-c3ccccc3)ns2)cc1,40,24

# Ordered by length of the SMILES (ascending): part of the list above
SMILES,Htt clearance,Htt clearance grain fraction
CC(C)(O)P(C)(=O)c1ccccc1 (stereo unspecified),-53,27
CC(=O)Oc1ccc2occ(C(=O)c3cccs3)c2c1,34,14
O=C(NCc1ccccc1)C12CC3CC(CC(C3)C1)C2,-14,23
Brc1ccc(-c2nnc(-c3ccc4c(c3)OCO4)o2)o1,67,6.5
Cc1ccc(-c2nc3sc4c(N)ncnc4c3c3c2CCCC3)cc1,-10,45
CC(C)C(=O)Nc1cccc(C(=O)Nc2ccccc2C(=O)O)c1,-51,28
CC(=O)N(c1ccc2oc(=O)sc2c1)S(=O)(=O)c1cccs1,14,32
COc1cc2c(cc1NC(=O)C(c1ccccc1)c1ccccc1)CCCC2,12,21
CCCCCCn1c(N2CCC(C)CC2)nc2c1c(=O)[nH]c(=O)n2C,7,34
Cc1ccc(-c2nc(NC(=O)CSc3nnnn3-c3ccccc3)ns2)cc1,40,24
Cc1cc(C)n(C(=O)c2ccc(S(=O)(=O)NCC3CCCO3)cc2)n1 (stereo unspecified),-90,31
COc1ccccc1C(c1nnnn1CS(=O)(=O)c1ccc(C)cc1)N1CCSCC1 (stereo unspecified),35,22
COc1ccc(CN(C(=O)c2oc3ccccc3c2C)C2CCS(=O)(=O)C2)cc1 (stereo unspecified),10,15
O=C(CSc1nc2sc3c(c2c(=O)n1Cc1ccco1)CCC3)N1CCc2ccccc21,34,12

# Not all compounds are listed, so the mix of outcomes need not match the whole.
